14-3-3 Bad PPI: disrupts binding of bovine 14-3-3 zeta to phospho-Bad peptide; P63103; TR-FRET 14-3-3zeta/Dy647-pBad peptide displacement, 1 h; inhibition, % at 21.7 µM; 0.71% of 220,000 active; AID 781;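 active = inhibition above about 70%, limit read from the data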;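 note: 0% = full 14-3-3 plus peptide FRET controls and 100% = background without 14-3-3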
PPC-1+TRAIL kill: PPC-1 cancer cell killing with TRAIL present; PPC-1 cells + TRAIL, ATPLite viability luminescence; cell killing (% activity), % at 4 µM; 0.41% of 220,000 active;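 active = cell killing above 50% in the first pass at 4 µM, then a duplicate retest at 5 µM averaging 50% or more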;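 note: plate controls were cells with TRAIL plus DMSO for no effect and medium-only wells lacking cells for full effect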
PGE2 EP2 inh: blocks the human prostaglandin E2 receptor EP2; 0.52% of 260,000 active; inhibition, % at 25 µM; C6 glioma cells expressing human EP2, cAMP TR-FRET; cells stimulated with saturating PGE2;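 active = percent inhibition above 40 after rounding to a whole number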;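 note: rat C6 glioma host cells with rolipram phosphodiesterase inhibitor present; the protocol text gives 20 µM as final concentration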
EP2 mod: EP2 receptor (human) modulation | P43116 | EP2-expressing cells, cAMP HTRF FRET, PGE2 co-stimulation | induction, % at 25 µM | 0.83% of 260,000 active | AID 940;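 active = compounds whose cAMP rise, as percent of the full-agonist control response, exceeds 60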;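 note: rat C6 glioma line stably carrying human EP2 under a CMV promoter; the protocol text gives 20 µM as final concentration; 100% = response of wells given 1 µM PGE2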
TRPML3 ag: human mucolipin-3 channel agonism; Q8TDD5; HEK293 TRPML3-YFP, Fluo-8 calcium fluorescence; 100% = the carbachol control signal; activation, % at 3 µM; 0.29% of 220,000 active; AID 1448;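 active = activation above its plate's cutoff, the mean activation of the plate's test wells plus 3 SD, cut at about 12% in these data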;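 note: 0% = DMSO only wells and 100% = carbachol wells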
Target sequence (Q8TDD5 whole entry, looked up): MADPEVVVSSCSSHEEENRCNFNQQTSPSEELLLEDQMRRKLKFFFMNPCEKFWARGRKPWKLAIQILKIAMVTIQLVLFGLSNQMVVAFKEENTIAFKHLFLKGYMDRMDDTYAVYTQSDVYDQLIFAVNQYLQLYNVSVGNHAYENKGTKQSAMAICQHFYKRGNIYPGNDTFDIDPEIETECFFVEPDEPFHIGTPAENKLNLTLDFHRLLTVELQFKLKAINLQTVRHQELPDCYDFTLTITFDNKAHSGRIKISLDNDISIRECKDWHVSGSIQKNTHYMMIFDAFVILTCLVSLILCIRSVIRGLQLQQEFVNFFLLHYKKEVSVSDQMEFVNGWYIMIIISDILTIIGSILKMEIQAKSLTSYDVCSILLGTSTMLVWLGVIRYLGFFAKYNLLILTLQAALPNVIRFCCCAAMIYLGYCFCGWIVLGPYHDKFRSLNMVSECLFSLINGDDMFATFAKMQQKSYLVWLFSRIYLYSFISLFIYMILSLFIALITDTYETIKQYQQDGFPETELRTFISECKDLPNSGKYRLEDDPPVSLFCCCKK
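Test system: TRPML3-YFP stable HEK293 cells. Doses: single point at 3 µM. Incubation: dye loading 1 h 37 °C then 30 min ambient, 125 s read. Signal: Fluo-8 calcium dye fluorescence, ex 470-495, em 515-575 nm. Measure: percent activation from peak-to-basal fluorescence ratio, scaled between DMSO and carbachol.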
CHOP inhibitor: inhibitors of CHOP induction in ER stress response | CHO-K1 CHOP-promoter luciferase, tunicamycin-induced, 15-18 h | inhibition, % at 10 µM | 3.8% of 220,000 active | AID 2732;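 active = compounds that reduced the stress-induced luciferase reporter signal by more than about 70% of percent inhibition, limit read from the data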;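 note: 0% = tunicamycin plus vehicle and 100% = wells without tunicamycin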
NPY-Y1 PAM-ag: potentiators or agonists of human neuropeptide Y receptor Y1; P25929; NPY-Y1 expressing cells, potentiator/agonist activation; activation, % at 3.6 µM; 0.37% of 220,000 active; in the data active = activation above about 33%, passing the limit was not always enough;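 note: cells stimulated with NPY at EC10 then isoproterenol at EC100; 0% = low agonist plus stimulus and 100% = saturating agonist plus stimulus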
Target sequence (P25929 whole entry, looked up): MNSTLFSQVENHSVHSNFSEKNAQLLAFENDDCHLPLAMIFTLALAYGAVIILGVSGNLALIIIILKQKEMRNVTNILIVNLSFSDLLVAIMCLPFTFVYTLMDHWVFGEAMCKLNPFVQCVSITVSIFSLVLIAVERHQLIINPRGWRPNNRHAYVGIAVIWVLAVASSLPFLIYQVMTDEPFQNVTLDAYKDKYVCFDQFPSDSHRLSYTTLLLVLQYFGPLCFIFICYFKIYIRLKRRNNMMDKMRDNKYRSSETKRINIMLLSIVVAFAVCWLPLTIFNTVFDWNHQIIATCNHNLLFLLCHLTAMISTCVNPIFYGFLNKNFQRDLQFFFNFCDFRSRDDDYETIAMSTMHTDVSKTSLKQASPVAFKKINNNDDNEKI
NPY Y1 blocker: antagonists of human neuropeptide Y receptor Y1; P25929; HEK293-CNG Y1 cells, membrane potential fluorescence; NPY at EC95, then isoproterenol; AID 1040; inhibition, % at 3.6 µM; 1% of 200,000 active;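 active = inhibition above the campaign mean inhibition of all tested compounds plus 3 SD, cut at about 20% in these data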;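 note: 0% = DMSO wells given NPY plus isoproterenol and 100% = isoproterenol alone without NPY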
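Assay system: HEK293 cells with Y1 receptor plus CNG channel | Probe or stimulus: NPY (25 nM), isoproterenol (1 µM), Ro 20-1724 (25 µM) | Timing: Compound incubation 1 h at room temperature, readout 45 min post-stimulation | Measured by: Membrane-potential fluorescent dye readout | Benchmarks: High control isoproterenol alone, low control NPY with isoproterenol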
TRPN1 ag: agonists of zebrafish TRPN1 channel | 0.18% of 220,000 active | HEK293 zebrafish TRPN1-YFP, Fluo-8 calcium fluorescence; 100% = response to 87 µM carbachol | activation, % at 3 µM;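 active = activation above its plate's cutoff, the mean activation of test wells on that plate plus 3 SD, cut at about 19% in these data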;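 note: 0% = DMSO alone and 100% = 87 µM carbachol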
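Assay system: Zebrafish TRPN1-YFP in HEK293 cells | Incubation: Dye loading 1 h at 37 °C, then 30 min room temperature | Measured by: Kinetic Fluo-8 fluorescence, ex 470-495, em 515-575 nm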
An asterisk follows results filed as active; · = not tested or not shown; & = joins results of further samples; [ ] = remark or other dose. A portion of the library; the hit share may differ from the screen's.

SMILES	14-3-3 Bad PPI	PPC-1+TRAIL kill	PGE2 EP2 inh	EP2 mod	TRPML3 ag	CHOP inhibitor	NPY-Y1 PAM-ag	NPY Y1 blocker	TRPN1 ag
CNC(=O)NNC(=O)c1onc(-c2c(Cl)cccc2Cl)c1C(=O)OC	3	1	1	8	0.4	6	8	·	1.8
Cc1cc(C)nc(NS(=O)(=O)c2ccc(CC(C)C)cc2)c1	0	-6	8	-26	0.3	28	-2	·	3.4
NS(=O)(=O)c1cccc(NS(=O)(=O)c2ccc(/C=C/C(=O)OCC(=O)c3ccc(Br)cc3)cc2)c1	1	18	6	-26	0.0	7	15	-6	1.4
O=C(O)c1cn(-c2ccccc2)c(=O)c2ccccc12	4	2	15	15	1.0	13	16	-3	0.6
O=C(Nc1nccs1)c1ccc(Cl)c(S(=O)(=O)N2CCOCC2)c1	-3	3	16	-8	1.5	44	12	1	3.8
CC1(C)Cc2c(sc3nc(-c4cc5ccccc5o4)n(N)c(=O)c23)CO1	4	10	10	-18	0.1	-11	8	2	1.3
O=C(NCCCN1CCOCC1)c1sc2ccccc2c1Cl	-5	5	6	6	1.0	6	3	1	0.7
Cc1cc(C)nc(/N=C2\NC(=O)CC(C(=O)O)N2c2ccc(F)c(Cl)c2)n1 (configuration not stated)	-8	19	12	29	0.4	34	2	4	-0.1
Cc1nn(CC(=O)NCC2CCCO2)c(C)c1[N+](=O)[O-] (configuration not stated)	-4	5	-1	-9	0.9	23	2	4	1.1
COc1ccc(CNC(=O)CCn2c(=O)[nH]c3ccccc3c2=O)cc1	-7	18	6	8	0.5	-7	8	6	1.4
CCOC(=O)C1CCN(Cc2cc(=O)n3c(-c4ccccc4)csc3n2)CC1	-6	-16	9	18	1.0	-32	-10	12	0.0
COCCCNC(=O)CN(C1CCCCC1)S(=O)(=O)c1ccc(C)cc1	2	23	7	10	0.0	8	9	1	0.2
OC1CCCN(c2ncnc3c2nnn3Cc2c(F)cccc2Cl)C1 (configuration not stated)	4	9	9	-21	0.7	-13	6	-1	0.6
COc1cccc(C(=O)Nc2ccc(-c3nnc(-c4ccco4)o3)cc2)c1	15	19	17	-8	-0.2	-4	7	1	0.5
O=C(COc1cccc2c1CCN(Cc1ccccc1F)C2=O)N1CCOCC1	-7	-1	3	-1	0.9	-4	10	5	0.6
COc1ccc(N2C(=O)CC(Sc3nnnn3-c3ccc(F)cc3)C2=O)cc1 (configuration not stated)	-11	13	4	16	1.0	107*	1	-2	1.9
O=c1cc(CO)oc(C(Nc2ccccn2)c2ccc(C(F)(F)F)cc2)c1O (configuration not stated)	-2[fluorescence artefact?]	-8	16	8	1.1	17	6	-2	-0.5
CCc1nnc(NS(=O)(=O)c2ccc(N/C=C\C(=O)c3cccc4ccccc34)cc2)s1	8[fluorescence artefact?]	-1	6	3	0.5	14	0	2	-1.1
O=S(=O)(NC1CCCCC1NCc1ccco1)c1ccccc1 (configuration not stated)	-4	-5	8	15	0.6	40	-14	16	0.6
CCC(=O)NC(c1ccccc1OC)c1ccc2cccnc2c1O (configuration not stated)	-6	49	10	22	-0.5	58	4	4	0.9
CC1(C)COCN1S(=O)(=O)c1ccc(C(=O)Nc2nnc(-c3ccc(Cl)s3)o2)cc1	12	11	·	7	0.0	65	4	-4	-1.4
CCC(=O)Nc1ccc(-c2ccc(NC(=O)CC)c(OC)c2)cc1OC	-5	-14	4	-12	0.6	2	-10	-4	0.5
CCn1cc(Br)c(C(=O)Nc2ccc(OC)cc2)n1	-3	20	15	-10	0.0	22	-6	8	-1.4
O=c1c2ccccc2nc(-c2ccccc2)n1Cc1ccccc1	9	19	6	19	-0.6	-1	0	4	-1.4
COc1cc(/C=C/C(=O)OCC(=O)N2CCN(S(=O)(=O)c3ccc(C)cc3C)CC2)ccc1O	-8[fluorescence artefact?]	-43	5	-55	0.5	6	-39	5	-1.3
Cc1oc(-c2ccccc2)nc1C(=O)O	-10	4	7&-1	-17&20	-0.1	-6	-13	-7	1.6
COc1ccc(NC(C)=O)cc1NC(=O)CSc1nnc(-c2ccncc2)n1C	-10	23	5	0	1.0	8	23	2	1.6
O=C(Nc1ccc2[nH]c(=O)[nH]c2c1)c1c(F)c(F)c(F)c(F)c1F	-12	23	4	9	-0.3	-3	-16	0	-0.8
CCOc1cc(-c2noc(-c3ccncc3)n2)cc(Br)c1OC	34	-18	5	50	0.0	68	18	2	0.9
O=C(Nc1ccc(F)c(Cl)c1)C1CCN(S(=O)(=O)c2cccnc2)CC1	2	19	10	-6	-0.7	24	15	-5	1.2
O=c1c2ccccc2cnn1Cc1n[nH]c(=S)n1-c1ccc(Cl)cc1	1[fluorescence artefact?]	14	6	19	0.1	22	9	-7	1.3
CCOC(=O)NC(=O)C(=CNNc1ncc(C(F)(F)F)cc1Cl)C(=O)NC(=O)OCC	-5	2	4	22	1.2	-5	-16	0	-0.4
O=c1c2ccccc2sn1-c1nccs1	-28	13	7	-89	0.6	94*	-9	-2	0.2
COc1ccccc1NC(=S)N(Cc1ccccn1)Cc1ccccc1Cl	-27	10	3	30	0.7	-5	0	17	-1.2
COc1ccccc1C(=O)OCCNC(=O)Cn1cnc2c1c(=O)n(C)c(=O)n2C	-2	14	12	9	0.6	-13	-23	-5	0.3
COc1ccc(C2C(C(=O)NCCN3CCOCC3)c3ccccc3C(=O)N2C2CCCCC2)cc1 (configuration not stated)	-8	-8	10	0	0.3	31	-1	2	0.0

A run of entries from the list above, for reference:
SMILES	14-3-3 Bad PPI	PPC-1+TRAIL kill	PGE2 EP2 inh	EP2 mod	TRPML3 ag	CHOP inhibitor	NPY-Y1 PAM-ag	NPY Y1 blocker	TRPN1 ag
Cc1oc(-c2ccccc2)nc1C(=O)O	-10	4	7&-1	-17&20	-0.1	-6	-13	-7	1.6
COc1ccc(NC(C)=O)cc1NC(=O)CSc1nnc(-c2ccncc2)n1C	-10	23	5	0	1.0	8	23	2	1.6
O=C(Nc1ccc2[nH]c(=O)[nH]c2c1)c1c(F)c(F)c(F)c(F)c1F	-12	23	4	9	-0.3	-3	-16	0	-0.8
CCOc1cc(-c2noc(-c3ccncc3)n2)cc(Br)c1OC	34	-18	5	50	0.0	68	18	2	0.9
O=C(Nc1ccc(F)c(Cl)c1)C1CCN(S(=O)(=O)c2cccnc2)CC1	2	19	10	-6	-0.7	24	15	-5	1.2
O=c1c2ccccc2cnn1Cc1n[nH]c(=S)n1-c1ccc(Cl)cc1	1[fluorescence artefact?]	14	6	19	0.1	22	9	-7	1.3
CCOC(=O)NC(=O)C(=CNNc1ncc(C(F)(F)F)cc1Cl)C(=O)NC(=O)OCC	-5	2	4	22	1.2	-5	-16	0	-0.4
O=c1c2ccccc2sn1-c1nccs1	-28	13	7	-89	0.6	94*	-9	-2	0.2
COc1ccccc1NC(=S)N(Cc1ccccn1)Cc1ccccc1Cl	-27	10	3	30	0.7	-5	0	17	-1.2
COc1ccccc1C(=O)OCCNC(=O)Cn1cnc2c1c(=O)n(C)c(=O)n2C	-2	14	12	9	0.6	-13	-23	-5	0.3
COc1ccc(C2C(C(=O)NCCN3CCOCC3)c3ccccc3C(=O)N2C2CCCCC2)cc1 (configuration not stated)	-8	-8	10	0	0.3	31	-1	2	0.0

(listing goes on)
SMILES	14-3-3 Bad PPI	PPC-1+TRAIL kill	PGE2 EP2 inh	EP2 mod	TRPML3 ag	CHOP inhibitor	NPY-Y1 PAM-ag	NPY Y1 blocker	TRPN1 ag
Cc1cc(NC(=O)COC(=O)c2cc(S(=O)(=O)N3CCOCC3)ccc2N2CCCCC2)no1	-8[fluorescence artefact?]	-4	18	-4	-0.3	42	-24	-2	-0.7
Cc1ccc(-c2cc(C(=O)NCc3cccnc3)no2)cc1	-4	5	2&8	2&-81	0.7	-3	-9	0	0.4
Cc1nnc(SCc2ccc(Cl)cc2Cl)[nH]c1=O	-4[fluorescence artefact?]	7	11	-2	0.2	-7	-27	7	0.4
O=C(N1CCCCC1)C12CC3CC(CC(C3)C1)C2	3	21	8	-3	1.5	15	10	-2	1.3
Cn1nnnc1SCC(=O)N1CCc2ccccc2C1	-5	10	10	13	0.6	5	-6	4	-0.1
O=C(Nc1nnc(C2CCCC2)s1)C1CCN(S(=O)(=O)c2ccc(Cl)cc2)CC1	10[fluorescence artefact?]	22	9	-7	0.3	37	-4	-1	0.2
CC(NC(=S)Nc1ccccc1)C(c1cccs1)N1CCOCC1 (configuration not stated)	-2	26	7	-22	0.5	-3	3	·	1.4
COC(=O)C1=C(C)NC(=S)NC1c1ccc(OC(=O)c2ccco2)cc1 (configuration not stated)	-12	·	3	9	0.1	41	12	-1	1.0
O=C(NCCN1CCOCC1)N1c2ccccc2Sc2ccccc21	2	9	15	7	0.7	-3	-10	6	0.5
CCOc1ccccc1C(=O)NCC(=O)OCC(=O)N1C(C)CCCC1C (configuration not stated)	-4	0	22	-8	0.5	-28	-6	-13	-1.7
O=C(NCC(c1cccs1)N1CCOCC1)c1ccc(Cl)c([N+](=O)[O-])c1 (configuration not stated)	7	3	8	5	0.6	-11	26	0	0.5
CCOC(=O)CNc1c(-c2ccc(OC)cc2)nc2ccc(Cl)cn12	3	8	18&8	-19&10	-0.6	·	-13	-4	1.0
CC12CCCCC1(O)[N+](=O)C1=C(CCCC1)N2[O-] (configuration not stated)	-7	-7	8	5	1.0	21	-14	-5	1.9

Screening results (PubChem BioAssay)
